D1 agonist = activates the human D1 dopamine receptor | P21728 | HEK293 T-REx D1 cells, calcium flux, agonist mode | activation, % at 2 µM | 360,000 tested, 1% active; note: 0% is about no effect
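Agonism was scored from calcium flux recorded over 180 s (1 read/s) after pintool compound addition, following a 10-cycle baseline. Cells were inducible force-coupled HEK293 TREx D1, plated overnight at 30 C and loaded with no-wash calcium dye.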
D2 antagonist = D2 dopamine receptor (human) antagonism | 340,000 tested, 2% active | HEK293 TREx D2 cells, calcium flux, dopamine EC80 | P14416 | inhibition, % at 10 µM; in the data active = inhibition above about 30%; note: 0% is about no effect
Target sequence (P14416 whole entry, looked up): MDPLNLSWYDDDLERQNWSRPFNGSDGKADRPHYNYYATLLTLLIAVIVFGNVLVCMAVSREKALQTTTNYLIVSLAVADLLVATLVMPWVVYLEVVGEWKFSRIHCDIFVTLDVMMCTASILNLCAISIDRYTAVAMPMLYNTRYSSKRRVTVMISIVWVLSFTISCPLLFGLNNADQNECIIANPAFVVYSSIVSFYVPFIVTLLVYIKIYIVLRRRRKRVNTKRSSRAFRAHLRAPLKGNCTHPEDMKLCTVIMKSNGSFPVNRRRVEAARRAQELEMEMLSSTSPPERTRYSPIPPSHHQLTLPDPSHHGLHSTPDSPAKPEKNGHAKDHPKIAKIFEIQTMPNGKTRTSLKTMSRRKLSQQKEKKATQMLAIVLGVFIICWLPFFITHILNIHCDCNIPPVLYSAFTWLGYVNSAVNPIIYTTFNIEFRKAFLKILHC
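Calcium flux kinetic readout in an inducible HEK293 TREx D2 line plated overnight at 30 C. After 180 s compound exposure, an EC80 dopamine challenge follows with another 180 s kinetic read to detect antagonism.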
D2 potentiator = positive allosteric modulators of human D2 dopamine receptor | P14416 | HEK293 T-REx D2, calcium flux, EC20 dopamine potentiation | potentiation, % at 10 µM | 340,000 tested, 0.34% active | AID 485347;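 active = potentiation over 3 SD above the plate norm, cut at about 30% in these data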; note: 0% is about no effect
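Calcium flux readout, no-wash dye, 1 read/s. Inducible HEK293 Trex D2 line, overnight 30 C. Compound alone 180 s (agonist flags), then EC20 dopamine, another 180 s to score potentiation.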
D2 ag = activates the human D2 dopamine receptor | 340,000 tested, 0.53% active | activation, % at 2 µM | AID 485358 | HEK293 T-REx D2 cells, calcium flux agonist mode | P14416;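 active = activation over 3 SD above normal in the single-dose calcium agonist read, cut at about 30% in these data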; note: 0% is about no effect
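Tetracycline-induced HEK293 Trex cells with D2 receptor force-coupled to calcium signaling, plated overnight at 30 C and loaded with no-wash calcium dye. Calcium flux read kinetically for 180 s after compound addition; responses flag agonists.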
TRHR PAM = TRH receptor (human) allosteric enhancement; 360,000 tested, 0.66% active; P34981; enhancement, % at 2 µM; TRHR cells, fluo-8 calcium fluorescence, EC20 TRH enhancement; in the data active = enhancement above about 30%; note: 0% is about no effect
Target sequence (P34981 whole entry, looked up): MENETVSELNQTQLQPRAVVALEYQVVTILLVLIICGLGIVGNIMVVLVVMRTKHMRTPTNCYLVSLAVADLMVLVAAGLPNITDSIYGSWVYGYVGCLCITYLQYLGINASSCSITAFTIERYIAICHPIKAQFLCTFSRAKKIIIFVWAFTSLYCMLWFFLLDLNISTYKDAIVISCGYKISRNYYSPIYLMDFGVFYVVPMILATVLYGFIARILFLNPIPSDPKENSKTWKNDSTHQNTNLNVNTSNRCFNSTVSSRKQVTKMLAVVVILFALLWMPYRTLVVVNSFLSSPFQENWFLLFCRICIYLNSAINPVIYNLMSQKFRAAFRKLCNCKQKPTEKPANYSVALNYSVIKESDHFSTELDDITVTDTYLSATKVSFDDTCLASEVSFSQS
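Enhancer read-out: after compound pinning and an initial kinetic agonist-mode read, an EC20 of TRH (10 nM final) was injected and fluo-8 calcium signal (Ex 480/Em 530) followed at 1 s/cycle for 100 cycles in TRHR-expressing cells.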
D1 antag = antagonists of human D1 dopamine receptor; P21728; HEK293 TREx D1 cells, calcium flux, dopamine EC80; hits give low values; activity change, negative = inhibition, % at 10 µM; 360,000 tested, 3.2% active; AID 504652; in the data active = activity change below about -30%; note: % is set by controls: 0 for no effect and ±100 for the full control effect
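After overnight tetracycline induction at 30 C, force-coupled D1 HEK293 cells took up a no-wash calcium dye at room temperature. Compounds were added and monitored 180 s, and the response to EC80 dopamine was then recorded.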
RXFP1 antag = antagonists of human relaxin receptor RXFP1. activity change, negative = inhibition, % at 57.5 µM. Q9HBX9. 350,000 tested, 0.59% active. AID 1259400. HEK293-RXFP1, relaxin-stimulated cAMP HTRF, 30 min; hits give low values;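 active = activity change of -60% or lower, but not beyond a set lower limit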; note: % is set by controls: 0 for no effect and ±100 for the full control effect
TRHR agonist = TRH receptor (human) agonism | P34981 | TRHR cells, calcium flux fluo-8, FDSS agonist mode | activation, % at 2 µM | 360,000 tested, 0.18% active; note: 0% is about no effect
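Read-out: compound-evoked intracellular calcium rise in TRHR cells, fluo-8 dye, kinetic FDSS fluorescence at 1 s/cycle following a 10-cycle baseline. Cells cultured overnight before dye loading (30 min–1.5 h, RT).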
D1 potentiator = enhances dopamine response at the human D1 receptor | AID 504651 | P21728 | HEK293 TREx D1 cells, calcium flux, dopamine EC20 potentiation | potentiation, % at 10 µM | 360,000 tested, 0.036% active; in the data active = potentiation above about 30%; note: 0% is about no effect
* hit, by the source's call; & = joins results of further samples. Cut-off read from the data, not from the text of the source, unless noted: active = activation above about 30%; inactive = the rest.

`COc1cccc(CN2CCN(C(=O)c3cc(-c4cccnc4)nc4ccc(C)cc34)CC2)c1` gave D1 agonist 3, D2 antagonist -29, D2 potentiator 2, D2 ag -0.2, TRHR PAM -5, D1 antag -12, RXFP1 antag 1, TRHR agonist 0.4 and D1 potentiator -8.
For Cn1nnnc1Sc1ncnc2scc(-c3ccc(-c4ccccc4)cc3)c12 the results were D1 agonist 9, TRHR PAM -3, D1 antag 21, TRHR agonist 2.7 and D1 potentiator -3.
For O=C(CCC(=O)N1CCN(c2ccccn2)CC1)Nc1nnc(C2CCCCC2)s1 the results were D1 agonist 4, D2 antagonist -6, D2 potentiator 10, D2 ag -0.5, TRHR PAM 1, D1 antag -5, RXFP1 antag -14, TRHR agonist -0.8 and D1 potentiator 17.
For COC(=O)C1=C(O)/C(=C/c2cccc(OC)c2O)N=C1C the results were D1 agonist 1, D2 antagonist -10, D2 potentiator -8, D2 ag 0.8, TRHR PAM 21, D1 antag 5, RXFP1 antag -1, TRHR agonist 0.7 and D1 potentiator -6.
Screening Cc1noc(C)c1C(=O)N1CCN(c2ccc(OCc3ccccc3)cc2)CC1 returned D1 agonist 13, D2 antagonist -6, D2 potentiator 9, D2 ag 0.9, TRHR PAM -3, D1 antag -2, RXFP1 antag -1, TRHR agonist 13 and D1 potentiator -6.
`CC(=O)Nc1ccc(NC(=O)C(NS(=O)(=O)c2cccc3nsnc23)C(C)C)cc1` (stereo not drawn) gave D1 agonist 1, D2 antagonist 23, D2 potentiator -7, D2 ag 2.0, TRHR PAM -8, D1 antag 30, RXFP1 antag -6, TRHR agonist 0.7 and D1 potentiator -2.
`COc1ccc(Cl)cc1NC(=O)Cn1cc(S(=O)(=O)Cc2cccc(Cl)c2)c2ccccc21` gave D1 agonist 3, D2 potentiator -7, D2 ag 0.9, TRHR PAM 4, D1 antag 1, RXFP1 antag -20, TRHR agonist 1.2 and D1 potentiator 8.
`O=C(N=C1N=C2C=CC=CN2Cc2ccccc21)c1ccc(S(=O)(=O)N2CCOCC2)cc1` gave D1 agonist 1, D2 antagonist 14, D2 potentiator -8, D2 ag 2.2, TRHR PAM -6, D1 antag 7, RXFP1 antag 2, TRHR agonist 0.1 and D1 potentiator 0.
Cc1ccc(C(=O)N2CC(C)CC(C)C2)cc1S(=O)(=O)N1CCCCC1 (stereo not drawn) was read as D1 agonist 5, D2 antagonist 14, D2 potentiator -5, D2 ag 0.8, TRHR PAM -16, D1 antag 10, RXFP1 antag 0, TRHR agonist -0.3 and D1 potentiator -8.
COc1ccc(OC)c(S(=O)(=O)N2CCC(C(=O)N3CCN(c4ccc(F)cc4)CC3)CC2)c1 was read as D1 agonist 1, D2 antagonist 1, D2 potentiator 0, D2 ag -0.8, TRHR PAM 5, D1 antag -8, RXFP1 antag 0, TRHR agonist -0.5 and D1 potentiator 1.
CC(OC(=O)c1ncc(Cl)c(Cl)c1Cl)C(=O)NC1CCCCC1C (stereo not drawn) was read as D1 agonist 2, D2 antagonist 10, D2 potentiator 4, D2 ag -1.2, TRHR PAM -1, D1 antag -32*, RXFP1 antag -10, TRHR agonist -0.4 and D1 potentiator 0.
`O=C(Cc1ccccc1[N+](=O)[O-])Nc1ccccc1C(=O)N1CCCC1` gave D1 agonist 2, D2 antagonist 11, D2 potentiator 1, D2 ag 1.1, TRHR PAM 3, D1 antag 10, RXFP1 antag -5, TRHR agonist 0.1 and D1 potentiator -6.
Screening COc1ccc(Cl)cc1NC(=O)CN(C)C(=O)c1cn2ccccc2n1 returned D1 agonist 1, D2 antagonist 20, D2 potentiator -16, D2 ag 0.4, TRHR PAM 6, D1 antag 7, RXFP1 antag -1, TRHR agonist 0.6 and D1 potentiator 3.
`O=C(CN1C(=O)c2cccnc2Oc2ccc(Cl)cc21)Nc1ccc(F)cc1` gave D1 agonist 2, D2 antagonist 33*, D2 potentiator 7, D2 ag 0.3, TRHR PAM 4, D1 antag 28, TRHR agonist -0.1 and D1 potentiator -12.
Screening O=[N+]([O-])c1ccc(N2CCOCC2)cc1NC(c1ccccc1)c1ccccc1 returned D1 agonist 4, D2 antagonist 28, D2 potentiator 3, D2 ag 0.6, TRHR PAM -4, D1 antag -1, TRHR agonist 0.7 and D1 potentiator -2.
Screening COc1cccc(COC(=O)c2ccc3c(=O)n4c(nc3c2)CCC4)c1OC returned D1 agonist 2, D2 antagonist 15, D2 potentiator -6, D2 ag -2.2, TRHR PAM -2, D1 antag -8, RXFP1 antag 8, TRHR agonist -0.8 and D1 potentiator -4.
For Cc1ccc(C)c(NC(=O)C(OC(=O)c2ccc(C)s2)c2ccccc2)c1 (stereo not drawn) the results were D1 agonist 7, D2 antagonist -7, D2 potentiator 5, D2 ag -0.4, TRHR PAM 4, D1 antag 3, RXFP1 antag 8, TRHR agonist 0.4 and D1 potentiator -3.
`COCCCNC(=O)c1ccc(NC(=O)c2nsc3ccccc23)cc1` gave D1 agonist 0, D2 potentiator -1, TRHR PAM 20, D1 antag -5, RXFP1 antag 5, TRHR agonist -0.8 and D1 potentiator -2.
c1csc(-c2nc3ccccn3c2Nc2ccc3c(c2)OCCO3)c1 was read as D1 agonist 0, D2 potentiator -3, D2 ag -0.5, TRHR PAM -2, D1 antag 4, RXFP1 antag -5, TRHR agonist -1.0 and D1 potentiator -1.
`COc1ccccc1CNC(=O)C1CCN(c2nc3ccc(Cl)cc3[nH]2)CC1` gave D1 agonist 2, D2 potentiator 18, D2 ag -1.0, TRHR PAM 1, D1 antag -74*, RXFP1 antag -28, TRHR agonist -0.8 and D1 potentiator 6.
For CCC(Sc1n[nH]c(=O)[nH]c1=O)C(=O)OCc1ccccc1 (stereo not drawn) the results were D1 agonist 5, D2 antagonist -9, D2 potentiator 2, D2 ag -1.7, TRHR PAM -9, D1 antag -6, RXFP1 antag -6, TRHR agonist -1.0 and D1 potentiator -1.
`O=C(O)C1C2CCC(O2)C1C(=O)Nc1cccc(F)c1` (stereo not drawn) gave D1 agonist 1, D2 antagonist 5, D2 potentiator -2, D2 ag 0.1, TRHR PAM 2, D1 antag 8, TRHR agonist 0.2 and D1 potentiator -2.
`CCOC(=O)/C(C#N)=C/Nc1ccccc1NS(=O)(=O)c1ccc(C)c(C)c1` gave D1 agonist 1, D2 antagonist -4, D2 potentiator 6, D2 ag -0.3, TRHR PAM -1, D1 antag -10, RXFP1 antag -14, TRHR agonist 0.3 and D1 potentiator -2.
For CCN(CC(=O)Nc1c(F)cccc1F)C(=O)c1ccccc1F the results were D1 agonist 0, D2 antagonist -12, D2 potentiator -3, D2 ag 0.0, TRHR PAM 2, D1 antag -5, RXFP1 antag 9, TRHR agonist 0.5 and D1 potentiator 2.
Screening COCCNC(=O)C1=CC(c2ccc3c(c2)OCO3)=NS(=O)(=O)N1C returned D1 agonist 1, D2 potentiator 0, D2 ag 1.2, TRHR PAM -1, D1 antag 0, RXFP1 antag -5, TRHR agonist 0.9 and D1 potentiator 0.
CCOCC(=O)Nc1cccc(SC)c1 was read as D1 agonist 2, D2 antagonist -1, D2 potentiator 4, D2 ag 0.0, TRHR PAM -1, D1 antag 10, RXFP1 antag -5, TRHR agonist 1.3 and D1 potentiator -2.
For O=C(Nc1cc2c(cc1C(=O)O)OCCCO2)c1ccc(F)cc1F the results were D1 agonist 3, TRHR PAM -1, D1 antag -8, RXFP1 antag -14, TRHR agonist -0.1 and D1 potentiator -1.
NCCCCCc1nnc(SC/C=C/c2ccccc2)o1 was read as D1 agonist 12, D2 antagonist -14, D2 ag 0.1, TRHR PAM -4, D1 antag -23, RXFP1 antag -2, TRHR agonist 1.0 and D1 potentiator -2.
For CCc1ccccc1NC(=O)c1cc2nc(-c3ccc(OC)c(OC)c3)cc(C(F)(F)F)n2n1 the results were D1 agonist 1, D2 potentiator 0, D2 ag 0.1, TRHR PAM 8, D1 antag 4, TRHR agonist 1.5 and D1 potentiator -2.
Screening CCCc1[nH][nH]c(=O)c1C(c1ccc(Cl)cc1)C(C#N)C#N (stereo not drawn) returned D1 agonist 2, D2 antagonist -8, D2 potentiator 2, D2 ag 0.2, TRHR PAM 3, D1 antag -3, RXFP1 antag -6, TRHR agonist 0.2 and D1 potentiator 1.
Cn1nnnc1Sc1ncnc2scc(-c3ccc([N+](=O)[O-])cc3)c12 was read as D1 agonist 6&-1, D2 antagonist 13, D2 potentiator 12, D2 ag -0.2, TRHR PAM -5&-6, D1 antag -1&-4, TRHR agonist -0.8&-0.2 and D1 potentiator -5&-5.
`CC(C)(C)C(=O)Nc1sc2c(c1C#N)CCC2` gave D1 agonist -2, D2 antagonist 3, D2 potentiator 6, D2 ag 2.2, TRHR PAM 0, D1 antag 17, RXFP1 antag -15, TRHR agonist -0.7 and D1 potentiator -7.
`CCC(=O)N1CCc2cc(Br)cc(S(=O)(=O)N3CCC(C(=O)Nc4ccccc4F)CC3)c21` gave D1 agonist 3, D2 potentiator 12, D2 ag -0.9, TRHR PAM 0, D1 antag -13, RXFP1 antag -1, TRHR agonist -0.8 and D1 potentiator 3.
For CCOC(=O)[C@@H]1[C@H]2COc3ccc(Br)cc3[C@H]2N2C(=O)N(c3ccc(F)cc3)C(=O)[C@@]12C the results were D1 agonist 2, D2 antagonist -9, D2 potentiator 11, D2 ag 1.4, TRHR PAM 4, D1 antag -6, TRHR agonist 0.3 and D1 potentiator 2.

Six structures already listed, sorted by length of the SMILES, low to high.
NCCCCCc1nnc(SC/C=C/c2ccccc2)o1 was read as D1 agonist 12, D2 antagonist -14, D2 ag 0.1, TRHR PAM -4, D1 antag -23, RXFP1 antag -2, TRHR agonist 1.0 and D1 potentiator -2.
For O=C(Nc1cc2c(cc1C(=O)O)OCCCO2)c1ccc(F)cc1F the results were D1 agonist 3, TRHR PAM -1, D1 antag -8, RXFP1 antag -14, TRHR agonist -0.1 and D1 potentiator -1.
Screening CCCc1[nH][nH]c(=O)c1C(c1ccc(Cl)cc1)C(C#N)C#N (stereo not drawn) returned D1 agonist 2, D2 antagonist -8, D2 potentiator 2, D2 ag 0.2, TRHR PAM 3, D1 antag -3, RXFP1 antag -6, TRHR agonist 0.2 and D1 potentiator 1.
Cn1nnnc1Sc1ncnc2scc(-c3ccc([N+](=O)[O-])cc3)c12 was read as D1 agonist 6&-1, D2 antagonist 13, D2 potentiator 12, D2 ag -0.2, TRHR PAM -5&-6, D1 antag -1&-4, TRHR agonist -0.8&-0.2 and D1 potentiator -5&-5.
`CCC(=O)N1CCc2cc(Br)cc(S(=O)(=O)N3CCC(C(=O)Nc4ccccc4F)CC3)c21` gave D1 agonist 3, D2 potentiator 12, D2 ag -0.9, TRHR PAM 0, D1 antag -13, RXFP1 antag -1, TRHR agonist -0.8 and D1 potentiator 3.
For CCOC(=O)[C@@H]1[C@H]2COc3ccc(Br)cc3[C@H]2N2C(=O)N(c3ccc(F)cc3)C(=O)[C@@]12C the results were D1 agonist 2, D2 antagonist -9, D2 potentiator 11, D2 ag 1.4, TRHR PAM 4, D1 antag -6, TRHR agonist 0.3 and D1 potentiator 2.

Screening results as filed in PubChem.
